# iPSC survival up = hiPSC single-cell survival enhancement; ATPlite luminescence; 100% = ROCK inhibitor wells, 0% = DMSO; survival enhancement, % at 20 µM; hit rate 0.044% among 360,000; in the data active = survival enhancement above about 18%;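 also: cells exposed to compounds for 16 hours before the ATP read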
# Peg3 prom inh = inhibitors of Peg3 promoter; HeLa PEG-Prom luciferase reporter, luminescence, overnight; hit rate 1.7% among 360,000; inhibition, % at 20 µM;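 active = inhibition of at least 50% at 20 µM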
# Granule exo inh = blocks lytic granule exocytosis | TALL-104 LAMP-1 surface exposure, flow cytometry; cells stimulated with thapsigargin and PMA | inhibition, % at 10 µM | hit rate 0.66% among 360,000 | AID 651702;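 active = inhibition above about 55%, limit read from the data; inconclusive = no clear call, values can overlap the other calls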
# CaV13 ICDI inh = Disruptors of the CACNA1D IQ motif to Ca2+-dependent inactivation inhibitor domain association, primary screening, Förster resonance energy transfer in intact living …. HEK cells, CFP/YFP FRET ICDI-IQ, plate reader, 10 min; percent FRET-ratio fall versus neutral wells. inhibition, % at 12.3 µM. hit rate 0.098% among 340,000. AID 743397;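 active = mean replicate inhibition of at least 30% and at least 1% of replicates passing that level; inconclusive = only one of the two criteria is met; inactive = neither criterion is met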;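 also: 0% = median of the neutral control wells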
# Vif inh = HIV Vif inhibition. HEK293T cells, Vif self-association by quenched fluorescence, imaging, 24 h. inhibition, % at 7.49 µM. hit rate 0.35% among 340,000; in the data active = inhibition above about 50%, passing the limit was not always enough; inconclusive = no clear call, values can overlap the other calls; inactive = below about 31%; also: some results filed as inactive read as strong as hits
# MITF TRPM1 inh = reduces MITF-dependent TRPM1 promoter luciferase signal. SK-MEL-5 TRPM1 promoter luciferase, 24 h. inhibition, % at 12.5 µM. hit rate 0.83% among 330,000. AID 488899;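 active = mean inhibition across replicates of 60% or more, whatever share of single replicates reaches that level; inconclusive = some that reach 60%, reason not given; inactive = mean inhibition across replicates below 60%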; also: values of inactives mirror those of a sister screen read the other way
# PDI inh = PDI (human) enzyme inhibition | inhibition, % at 10 µM | hit rate 0.052% among 350,000 | PDI insulin aggregation turbidity, A650, 90 min | P07237 | AID 588391;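 active = mean inhibition across replicates of 30% or more, whatever share of single replicates reach that level; inconclusive = mean inhibition below 30% while every single replicate reaches 30%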;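 also: absorbance from insulin aggregation driven by PDI reduction with DTT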
# Target sequence (P07237 whole entry, looked up): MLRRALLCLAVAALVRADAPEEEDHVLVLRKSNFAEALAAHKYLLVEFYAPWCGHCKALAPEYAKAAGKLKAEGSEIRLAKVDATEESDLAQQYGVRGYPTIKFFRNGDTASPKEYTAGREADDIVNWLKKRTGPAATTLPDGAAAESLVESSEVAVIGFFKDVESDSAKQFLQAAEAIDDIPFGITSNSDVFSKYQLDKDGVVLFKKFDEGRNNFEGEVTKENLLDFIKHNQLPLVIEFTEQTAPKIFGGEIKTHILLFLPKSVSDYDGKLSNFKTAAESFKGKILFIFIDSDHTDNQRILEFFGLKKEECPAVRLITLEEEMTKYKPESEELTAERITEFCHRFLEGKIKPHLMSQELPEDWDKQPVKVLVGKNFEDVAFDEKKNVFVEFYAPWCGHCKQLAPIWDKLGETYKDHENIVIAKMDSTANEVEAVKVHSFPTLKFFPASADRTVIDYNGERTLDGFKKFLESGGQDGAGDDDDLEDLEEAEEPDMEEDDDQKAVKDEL
# NR2E3 ag-1 = activates human photoreceptor nuclear receptor NR2E3. GST-NR2E3/biotin-RetCOR TR-FRET, 1536-well. inhibition of corepressor binding, % at 4.78 µM. hit rate 0.12% among 320,000. AID 2300. Q9Y5X4;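 active = percent inhibition above the cutoff of mean plus 3 SD of all tested compounds, set per screening campaign, cut at about 20% in these data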;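 also: 0% = DMSO wells and 100% = biotin wells as full block of FRET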
# Target sequence (Q9Y5X4 whole entry, looked up): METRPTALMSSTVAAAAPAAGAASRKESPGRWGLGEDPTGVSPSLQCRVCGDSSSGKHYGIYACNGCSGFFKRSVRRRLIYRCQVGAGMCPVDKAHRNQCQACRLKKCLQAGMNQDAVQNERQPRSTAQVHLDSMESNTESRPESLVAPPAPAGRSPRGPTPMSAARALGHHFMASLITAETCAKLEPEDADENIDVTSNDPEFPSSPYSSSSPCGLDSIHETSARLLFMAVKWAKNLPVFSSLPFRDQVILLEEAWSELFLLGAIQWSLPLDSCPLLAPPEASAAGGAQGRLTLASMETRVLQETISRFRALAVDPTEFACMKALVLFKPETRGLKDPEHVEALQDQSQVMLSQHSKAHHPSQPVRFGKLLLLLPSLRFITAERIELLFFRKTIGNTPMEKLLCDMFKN
#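 System: GST-NR2E3 and biotin-RetCOR proteins; probe or stimulus: 7 nM biotin-RetCOR; doses: compound at 4.8 µM, single dose; schedule: Compound–protein incubation for 5 h at 4 °C; detection: time-resolved FRET; read-out: percent inhibition; controls: biotin wells as high control, 0.6% DMSO wells as low control; format: 1536-well plates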
# aDG glyco act = alpha-DG glycosylation activation; Pro5-aDG cells, alpha-DG glycosylation AlphaScreen (IIH6); 0% Pro5, 100% B10-LARGE cell signal; activation, % at 10 µM; hit rate 0.22% among 360,000; AID 624168;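 active = activation of at least 8% versus controls, or a plate z-score of at least 8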;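 also: Pro5 are CHO cells carrying HIG-tagged alpha-DG that lacks glycosylation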
# HIF-2a inh = HIF-2a inhibition; hit rate 0.72% among 360,000; inhibition, % at 18.8 µM; 786-0 RCC cells HIF-2a reporter, luciferase luminescence, overnight;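 active = inhibition of the luminescence signal of 40% or more relative to plate controls, in a single-dose primary screen at 18.75 µM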
# NR2E3 ag-2 = agonists of human NR2E3 nuclear receptor. Q9Y5X4. CHO-S Gal4-NCOR/VP16-NR2E3 two-hybrid, luciferase. inhibition of corepressor binding, % at 3.98 µM. hit rate 0.35% among 360,000. AID 602229;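 active = inhibition above the mean of all tested compounds plus 3 SD, cut at about 70% in these data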;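 also: 0% = DMSO with NR2E3 transfected cells and 100% = cells lacking NR2E3 construct; higher means lower luciferase signal from less NR2E3 corepressor binding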
# Starred values were filed as active, the others as inactive; ? = inconclusive; . = not tested or not shown. Compounds as they come; about 3.5% have a hit in one of these screens.
# Screens in order: iPSC survival up	NR2E3 ag-1	MITF TRPM1 inh	NR2E3 ag-2	HIF-2a inh	Peg3 prom inh	CaV13 ICDI inh	Granule exo inh	PDI inh	aDG glyco act	Vif inh
> C=CCNC(=S)N/N=C(\C)c1cc(OC)c(OC)c(OC)c1
→ -1.4	3	5	27	12	14	-4	15	11	4.7	0
> Cc1ccc(OCCn2ccc(=O)[nH]c2=O)cc1C
→ 6.0	-1	1	2	7	-14	-3	-1	-1	-0.2	5
> CCN(CC)CCN1C(=O)C(O)=C(C(=O)c2cc3ccccc3o2)C1c1cccnc1 (stereo unspecified)
→ -2.0	28*	9	-27	-1	8	-2	0	14	0.3	-11
> Cc1ccc(CSc2nnc(-c3cnccn3)n2C)cc1
→ 0.1	0	-14	-33	-63	-20	-5	-3	-4	0.0	1
> COc1cc(NC(=O)c2cc3ccccc3o2)ccc1NC(=O)c1ccco1
→ 0.1	3	-4	-38	-16	0	-3	27	-6	-0.1	?
> Cc1nnc(N(Cc2ccco2)C(=O)c2ccc(C#N)cc2)s1
→ -2.0	-1	11	-19	1	4	0	-9	4	-0.1	11
> COc1ccc(C2=NN(C(=O)CSc3nc(=O)n4cccc(C)c4n3)C(c3ccc(C)cc3)C2)cc1 (stereo unspecified)
→ 0.6	-7	-3	3	-13	-8	-4	1	0	0.1	-7
> COc1ccc(C(=O)N/N=C(/C)c2cccc(NC(=O)c3ccccc3F)c2)cc1
→ -0.3	-5	-71	-48	-124	-122	-4	-1	-2	0.4	.
> Cc1ccc(N=c2c([N+](=O)[O-])nn(-c3ccc(Cl)cc3)n2O)cc1C
→ -0.6	-1	-5	-49	-35	-25	-2	3	-4	0.0	1
> Cc1ccc(C(=O)Nc2nc(COc3ccccc3)cs2)s1
→ -0.7	2	-26	-27	-205	-114	.	1	-2	0.8	-7
> O=C(Cn1cc([N+](=O)[O-])cn1)NCc1ccco1
→ -0.2	0	10	4	5	-3	-15	3	0	-0.2	-1
> COC(=O)CSc1nc2cc(OC)ccc2cc1C#N
→ -2.5	-2	-54	-196	-339	-258	-10	-2	5	-0.1	13
> COC(=O)c1ccc(-n2c(CCC(=O)O)ccc2-c2ccccc2)cc1
→ 0.2	-2	.	-10	4	20	.	1	-15	-0.1	-13
> O=C(O)/C=C/C(=O)Nc1ccc(Oc2ccccc2)cc1
→ 0.5	8	-14	-10	12	6	-4	6	10	0.1	19
> N#Cc1ccc(-c2csc(NNC(=O)c3ccc(Br)cc3)n2)cc1
→ -1.5	-3	-11	-4	8	28	-7	0	-5	0.0	-2
> Cc1cc(C(=O)COc2ccccc2Cl)c(C)n1-c1ccc2c(c1)OCO2
→ -1.7	4	-22	-84	-179	-127	-4	-1	-1	-0.2	6
> c1c2c(cc3sc(N4CCCCC4)nc13)OCCO2
→ -4.3	-3	43	-53	70*	80*	-3	-2	-1	-0.3	-2
> CCN1C(=NCCCCO)N[C@@H](c2cccc(F)c2)C(C(=O)OC)=C1C
→ -1.4	0	2	19	19	-9	-5	-2	-14	1.6	1
> O=C(COC(=O)/C=C/c1ccc(C(F)(F)F)cc1)NC(=O)NCc1ccco1
→ 0.0	3	4	-6	-9	4	-3	-4	4	0.0	0
> COc1ccc(N(C(=O)c2snc(C(N)=O)c2N)C(C(=O)NC2CCCC2)c2cc(OC)ccc2OC)cc1 (stereo unspecified)
→ -0.3	2	1	-14	16	6	-3	9	-56	-0.1	-8
> Cc1ccc(S(=O)(=O)NN2C(=O)c3ccccc3NC2c2ccccc2F)cc1 (stereo unspecified)
→ -0.4	3	1	-3	8	15	-4	28	10	-0.1	-3
> CCN(CC)c1ccc(C(=O)NNC(=O)CCl)cc1
→ -0.7	-3	6	-10	4	9	-3	-2	6	0.0	4
> CC(C)(C)NC(=O)c1c(F)c(F)c(F)c(F)c1F
→ -2.2	3	-10	-1	11	5	-7	11	13	-0.3	1
> CCCSc1nnc(NC(=O)Cc2ccc(OC)c(OC)c2)s1
→ -0.6	2	-13	-3	11	9	-6	-6	-10	1.1	0
> [O-]/C(=C(\C(=S)Nc1cccc2ccccc12)[n+]1ccccc1)c1ccc(OC(F)F)cc1
→ 1.6	.	11	-7	8	-4	-6	0	4	0.1	-20
> CN1CCC(N(C)C(=O)COc2ccccc2Cl)CC1
→ 0.3	2	0	11	9	-2	-2	-3	-2	0.1	5
> Cc1cc(C)c(S(=O)(=O)c2cc(F)ccc2C)c(Cl)n1
→ -0.3	1	-4	1	17	-6	-3	5	-3	0.3	-6
> CC[C@@H]1C(c2cccc(C)c2)=NN(c2ccccc2)[C@H]1C(=O)N1CCOC1=O
→ 0.6	.	-2	5	0	4	-8	-1	3	1.9	.
> COC(=O)C(CCSC)NC(=O)C12CC3CC(CC(C3)C1)C2 (stereo unspecified)
→ -1.3	-1	-15	-7	-5	6	-9	-5	-8	-0.2	11
> Nc1nc(SCC(=O)O)[nH]c(=O)c1NC(=O)c1ccco1
→ -0.1	6	4	-13	12	13	-6	-1	-7	0.0	-11
> COc1cccc(CNS(=O)(=O)c2cc3c(cc2C)NC(=O)CO3)c1
→ 1.4	3	-2	5	4	6	-5	-6	.	0.1	-5
> CCCn1c(C)cc(/C=C(\C#N)C(=O)OCC(=O)Nc2cc(OC)c(OC)c(OC)c2)c1C
→ -1.8	4	-82	-30	-174	-171	-15	-4	-4	0.0	-2
> O=C(CN1C(=O)c2cccc3cccc1c23)Nc1ccccc1
→ 0.1	-3	0	-9	18	13	-2	-2	4	0.3	3
> CC1CCC(NC(=O)CCNS(=O)(=O)c2ccccc2)CC1 (stereo unspecified)
→ -0.4	-5	-27	-31	-74	-30	-2	-3	-5	0.0	9
> O=C(CN1C(=O)NC2(CCCc3ccccc32)C1=O)NCc1ccco1 (stereo unspecified)
→ 2.7	4	4	-8	23	13	-3	-5	-3	-0.2	5
> COc1cc(CNC(=O)C2CC2)ccc1OCc1ccccc1
→ -0.4	2	-64	-58	-161	-127	-3	23	6	0.1	-1
> O=C(NCc1ccccc1)c1ccc(CSc2ccccc2)o1
→ -0.2	4	-7	2	-57	-29	-7	4	6	0.5	-1
> Cc1cccc(C)c1C(=NCCN(C)C)c1ccccc1
→ -0.6	-1	-6	11	4	-16	0	0	0	0.2	-5
> CC(C)c1ccccc1NC(=O)CN1C(=O)c2ccccc2C1=O
→ -0.4	2	4	-10	17	8	-4	6	1	-0.1	9
> CC(C)N(Cc1nnc(-c2ccccc2Cl)o1)C(=O)COc1cccc(Cl)c1
→ 8.1	.	.	-2	1	13	-9	-3	5	0.0	.
> O=C(CCCc1nc2ccccc2s1)NNC(=O)CCN1CCN(Cc2ccccc2)CC1
→ -0.2	4	-8	28	13	18	.	1	4	-0.1	0
> Cc1cccc(OCCN2C(=O)c3ccccc3C2=O)c1
→ -0.7	1	-52	-64	-218	-147	-4	2	4	-0.1	1
> O=C(OCc1nc2ccc(Cl)cc2n1CCO)c1ccccc1
→ -1.1	2	7	-6	-3	2	-5	1	-4	0.0	-5
> COc1ccc(-c2nc(-c3ccncc3)no2)c(OC)c1
→ -1.0	2	-7	-139	-85	-141	-4	6	3	0.0	-3
> O=C(CC(=O)c1ccccc1)Nc1cccnc1
→ 5.9	4	-22	-29	-30	-27	-5	-1	4	0.2	13
> COC(=O)c1sc(N)c(C(=O)OC)c1COC(=O)CNS(=O)(=O)c1ccc(C)c(C)c1
→ -0.8	0	11	17	10	5	-16	-6	8	-0.4	14
> CSc1ncnc2c1ncn2CCCN(C)CCc1ccccn1
→ -0.4	.	.	-12	8	11	-10	1	5	-0.2	5
> Cc1ccc(O)c(NC(=O)C2CC(c3cccc(Br)c3)=NO2)c1 (stereo unspecified)
→ 0.8	1	-1	-17	-5	15	-3	-1	5	-0.1	-6
> COCCC(=O)N1CCC(Oc2ccc(C(=O)NCc3ccon3)cc2)CC1
→ -0.4	5	-3	-24	-2	-10	-10	-8	-2	-0.1	-6
> CCn1ccnc1CNC(=O)CC1C(=O)NCCN1Cc1ccccc1F (stereo unspecified)
→ 0.1	0	-1	-9	0	5	-19	1	-1	0.1	-6
> CCN(CC(=O)NCc1cccs1)C(=O)c1cccc(S(=O)(=O)NC)c1
→ -0.6	-2	0	-21	0	0	-4	0	12	0.0	-12
> CCCC(=O)Nc1ccc(Cl)c(NC(=O)c2cccnc2Cl)c1
→ 1.3	-2	3	6	3	20	-5	-1	2	-0.2	1
> CC(=O)N1N=C(c2c(-c3ccccc3)c3cc(C)ccc3[nH]c2=O)CC1c1ccco1 (stereo unspecified)
→ -1.3	4	-16	-4	11	19	-3	4	-8	0.2	-1
> CCc1ccc(C(C)NC(=O)Cn2cnc3c(=O)n(C)c(=O)n(C)c32)cc1 (stereo unspecified)
→ 10	-1	7	-3	14	10	-6	2	12	0.0	-6
> Cc1onc(-c2ccccc2)c1C(=O)N/N=C/c1ccc(O)c([N+](=O)[O-])c1
→ -0.3	.	-1	-14	17	6	.	5	2	0.0	-8
> O=C(O)CCC(=O)Nc1ccc(N=Nc2ccccc2)cc1
→ 1.6	.	-2	-8	5	-14	.	1	-6	0.0	-4
> N#CC(=Nc1cccc(F)c1)C1=C(O)c2ccccc2C1=O
→ -0.5	.	.	-77	-83	-264	-10	12	.	0.2	9
> COC(=O)C(=Cc1ccncc1)c1cccc2ccccc12
→ -1.7	.	.	-5	-18	12	-6	0	0	-0.4	-5
> CS(=O)(=O)N1CCC(C(=O)Nc2ccccc2F)CC1
→ 2.3	1	0	9	19	9	.	-1	-2	-0.2	21
> O=C(Nc1nc(-c2cc(F)ccc2F)cs1)c1cccc(N2C(=O)CCC2=O)c1
→ 0.1	-1	-11	3	-43	-20	-5	13	4	0.6	3

# Further compounds
# Screens in order: iPSC survival up	NR2E3 ag-1	MITF TRPM1 inh	NR2E3 ag-2	HIF-2a inh	Peg3 prom inh	CaV13 ICDI inh	Granule exo inh	PDI inh	aDG glyco act	Vif inh
> COc1ccc(CN2C(=O)c3cccnc3C2=O)cc1S(=O)(=O)N1CCCCC1
→ -0.5	-3	-2	-18	5	-1	-7	-2	12	-0.3	-14
> CC(C)(C)N1C(=O)[C@H]2[C@@H](c3ccc(Br)cc3)N3C(=O)N(c4cccc(F)c4)C(=O)[C@@]3(Cc3ccccc3)[C@H]2C1=O
→ -2.6	3	9	12	-5	11	-12	-2	-4	1.0	.
> CCn1c(SCC(=O)NNC(=S)Nc2ccc(C)cc2)nnc1-c1ccc(Cl)cc1
→ -1.1	-2	3	-13	20	12	-5	-4	-17	0.3	-1
> COC(=O)c1ccccc1NC(=O)CSc1nc(N)cc(=O)[nH]1
→ -0.4	1	11	24	16	13	9	-2	-5	-0.5	2
